# Screening data deposited in PubChem BioAssay by several laboratories.
# cytoskel mod: modifiers of cytoskeleton assembly. inhibition, % at 2 µM. HUVEC TNFa F-actin phalloidin imaging, high content. 0.18% of 91,000 active;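 active = inhibition above the batch mean plus 3 SD and confirmed as a hit by visual image inspection, cut at about 30% in these data, passing the limit was not always enough; inconclusive = above the inhibition threshold but rejected on visual inspection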; also: strong numbers were not always called active
# VCAM1 TNFa inh: reduces TNF alpha induced VCAM1 expression in HUVEC | AID 802 | 0.48% of 95,000 active | inhibition, % at 2 µM | HUVEC TNFa-induced VCAM-1 immunofluorescence, high-content imaging;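 active = inhibition above the batch mean plus 3 SD, with images confirmed as a hit by eye, cut at about 37% in these data; inconclusive = inhibition above that limit but hit not confirmed in images; inactive = inhibition not above that limit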;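 also: 0% = TNF-stimulated DMSO wells and 100% = unstimulated control wells; not every result past the cut was called active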
# PTPN22 inh 2: blocks human PTPN22 phosphatase activity; Q9Y2R2; recombinant LYP catalytic domain, DiFMUP fluorescence; inhibition, % at 2 µM; 0.21% of 96,000 active; AID 640;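 active = inhibition at 2 µM at or above a set limit, the screen mean plus 3 SD, cut at about 24% in these data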;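 also: 0% = DMSO with enzyme and 100% = enzyme fully blocked by orthovanadate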
# Target sequence (Q9Y2R2 whole entry, looked up, the tested form may be a part): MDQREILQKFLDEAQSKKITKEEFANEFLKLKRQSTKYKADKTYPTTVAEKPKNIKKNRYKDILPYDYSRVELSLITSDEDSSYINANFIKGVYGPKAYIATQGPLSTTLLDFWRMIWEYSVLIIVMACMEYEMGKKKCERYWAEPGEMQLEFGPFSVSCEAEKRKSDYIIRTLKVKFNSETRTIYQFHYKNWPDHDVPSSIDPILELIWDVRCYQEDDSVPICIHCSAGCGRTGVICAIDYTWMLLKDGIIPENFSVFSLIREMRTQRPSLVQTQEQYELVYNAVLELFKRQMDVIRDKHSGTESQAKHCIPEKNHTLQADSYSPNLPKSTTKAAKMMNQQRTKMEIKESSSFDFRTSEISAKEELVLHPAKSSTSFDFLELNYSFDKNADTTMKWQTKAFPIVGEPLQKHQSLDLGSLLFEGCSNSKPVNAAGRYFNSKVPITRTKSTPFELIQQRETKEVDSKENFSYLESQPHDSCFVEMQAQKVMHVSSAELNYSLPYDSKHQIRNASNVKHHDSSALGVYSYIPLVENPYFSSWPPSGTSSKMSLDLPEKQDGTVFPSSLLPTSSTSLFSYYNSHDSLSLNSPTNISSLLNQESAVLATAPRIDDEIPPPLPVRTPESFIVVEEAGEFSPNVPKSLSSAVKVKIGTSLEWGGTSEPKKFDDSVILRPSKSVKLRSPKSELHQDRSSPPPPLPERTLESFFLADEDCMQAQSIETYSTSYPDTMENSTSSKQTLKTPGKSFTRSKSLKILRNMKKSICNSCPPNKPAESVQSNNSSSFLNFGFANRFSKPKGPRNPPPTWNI
# PTPN22 act: activators of human LYP (PTPN22) phosphatase; Q9Y2R2; recombinant LYP, DiFMUP fluorescence; 0 = plate median, 100 = signal doubled; activation, % at 2 µM; 0.11% of 96,000 active; AID 697;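 active = activation at 2 µM above a set limit, the mean plus 5 SD, cut at about 37% in these data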
# TNFa cytotox: toxic to HUVEC cells under TNF alpha stimulation; HUVEC TNFalpha-stimulated, Hoechst cell count, imaging; cell count reduction, % at 2 µM; 0.17% of 93,000 active;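 active = cell count reduction exceeding the screen mean by over 5 SD, scaled to untreated wells per plate, cut at about 78% in these data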;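 also: cells counted after 24 h of TNF alpha exposure following the 1 h pretreatment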
# FAK blocker: blocks human focal adhesion kinase activity; Q05397; biochemical FAK kinase activity assay; inhibition, %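 (tested at 7 µM)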; 0.84% of 97,000 active; AID 727; in the data active = inhibition above about 19%;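 also: 0% = DMSO and 100% = reference compound high control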
# Pyk2 oligo antag: Pyk2 (human) oligomerization antagonism; Q14289; AID 1347419; z-score (the deposit names both 25 µM and 10 µM); Q293 cells, Pyk2 FERM NanoBiT luminescence; hits give low values; 0.83% of 99,000 active;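 active = Z-score of -3 or lower, scaled per plate to the spread of control and sample wells; inactive = z-score above -3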;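 also: negative z-score means lost luminescence so less FERM oligomerization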
# ERa SRC1 inh: ER-alpha (human) coactivator binding inhibition. P03372. TR-FRET ER-alpha LBD / SRC-1 peptide, estradiol-bound. inhibition, % at 25.6 µM. 1.7% of 86,000 active; in the data active = inhibition above about 50%;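 also: 0% = receptor plus peptide control and 100% = peptide only without receptor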
# HUVEC tox IL1B: HUVEC cytotoxicity counter-screen, IL-1B stimulated; 0.41% of 94,000 active; cell count reduction, % at 2 µM; HUVEC cell count loss, Hoechst imaging;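 active = cell count reduction more than 3 SD above the screen-wide mean, cut at about 70% in these data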;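 also: normalized per plate to untreated control cells as the no-loss baseline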
# Numbers without * were called inactive; ? = inconclusive; nt = no result given; [ ] = another dose, or the depositor's remark.
structure,cytoskel mod,VCAM1 TNFa inh,PTPN22 inh 2,PTPN22 act,TNFa cytotox,FAK blocker,Pyk2 oligo antag,ERa SRC1 inh,HUVEC tox IL1B
COc1cc(/C=C/C(=O)O)cc(S(=O)(=O)NCCCO)c1OC,10,10,2,1,-16,-2,1.2,nt,-31
Cc1nn(CCOc2ccccc2)c(=O)n1-c1ccccc1,7,3,-1,4,2,-11,0.69,nt,-2
CCN(C(=O)c1cccs1)c1nnc(-c2ccncc2)s1,4,11,-3,7,0,-5,-0.52,2,-1
O=[N+]([O-])c1ccc(S(=O)(=O)Nc2ccc(-c3csc(-c4ccccc4)n3)cc2)cc1,-2,-5,-1,5,3,7,nt,nt,-64
CC(O)Cc1nsc(NC(=O)c2cccs2)n1 (configuration not stated),4,4,-5,2,0,-1,nt,1,-3
CCc1cc2c(SCC(=O)c3ccc(C)cc3)ncnc2s1,-4,2,3,-3,-5,0,1.2,5,13
Cc1cc(S(=O)(=O)n2cnc3ccccc32)c(C)cc1Cl,-23,18,11,-8,-13,-3,0.51,-5,-8
Cc1[nH]c2ccc(-c3nnc(SCC(=O)c4ccccc4F)o3)cc2c1C,23,-3,2,-3,-41,-1,-1.5,70*,-30
CCOc1ccccc1N(C(=O)Cn1nnnc1-c1ccc(C)o1)C(CC)C(=O)NC(C)(C)C (configuration not stated),-9,-33,-5,0,4,0,-1,-5,4
COC(=O)c1cnn(C(=O)c2cc(OC)ccc2Br)c1N,4,-1,-4,2,7,0,0.37,10[fluorescence artefact?],6
CSc1nc(N)nc(SCC(=O)C23CC4CC(CC(C4)C2)C3)c1C#N,-2,22,-12,8,3,-4,1.7,nt,-26
COc1cccc(OC)c1C(=O)Nc1ccc2c3c(cccc13)CC2,28,31,-1,6,-14,-4,0.24,nt,5
COc1ccccc1-n1cnc2cc(C(=O)NCC3CCCO3)ccc21 (configuration not stated),?,16,-4,0,-9,0,-0.41,-5,-6
O=C(CSc1ncc(-c2ccccc2)[nH]1)Nc1ccccc1,15,-3,10,-11,-18,-2,1,2,1
COc1ccc(S(=O)(=O)N(C)CC(=O)Nc2ccccc2SC)cc1,-22,-4,8,-5,8,8,-0.25,0,-2
CC1Cc2nc(SCC(=O)N3CCN(c4ccccc4)CC3)n(CCc3ccccc3)c(=O)c2S1 (configuration not stated),-12,15,1,-1,-15,13,nt,-1,-44
COc1ccc(CCNc2cc(-c3ccccc3)nc3ncnn23)cc1,8,20,-3,5,7,-3,-0.78,-8,-7
CCOC(=O)C1CCCN(Cc2ccccc2OCC)C1 (configuration not stated),-3,-1,8,-9,0,1,1.1,-9,-4
O=C(COC(=O)c1ccc(Br)o1)Nc1ccc(S(=O)(=O)N2CCCC2)cc1,-14,10,-2,2,-10,-2,1.8,6,-18
CC(C)O/C(=N\S(=O)(=O)c1ccc(Cl)cc1)c1ccccc1,-2,12,3,-1,-20,-1,0.52,-2,-4
Cc1[nH]c2ccccc2c1C(=O)CN1CCCCC1CCO (configuration not stated),-3,4,-7,8,-13,-4,2.1,-5,-1
COc1ccc(-c2coc3cc(OC)cc(O)c3c2=O)cc1,-6,2,-3,6,-22,2,1,7,-24
CCn1cc([N+](=O)[O-])c(C(=O)N2N=C(c3ccc4ccccc4c3)CC2c2cc(Br)ccc2O)n1 (configuration not stated),9,-14,0,0,-22,0,-0.7,41,-2
CCN(CC)CCN1C(=O)c2ccccc2NC1c1ccc(N(C)C)cc1 (configuration not stated),2,-9,4,-2,-17,1,0.06,2,-2
Cn1nnnc1SCC(=O)Nc1ccccc1Cl,-2,2,-22,22,-19,6,1.3,-11,-17
N#CCCn1ncn(-c2ccccc2)c1=S,-5,-1,-3,6,-16,-2,-0.49,-12,-14
c1ccc(-c2nnc(CN3CCC4(CC3)OCCO4)o2)cc1,-2,-39,-4,5,nt,0,0.03,-22,-39
NC(=O)c1ccccc1N=Cc1ccccn1,44,-40,2,-2,23,-6,-0.01,nt,-22
O=C1c2nc3ccccn3c2C(=O)N1Cc1ccccc1,nt,nt,-4,4,nt,-10,-0.64,2[fluorescence artefact?],-2
NC(=O)c1ccccc1NC(=O)/C=C/c1ccc(Cl)cc1,-12,-7,13,-8,-1,-3,-2.5,nt,-22
Cc1noc(C)c1COC(=O)c1ccccc1NC(=O)Cc1ccccc1,2,5,8,-10,-33,4,-0.95,8,6
O=C(NCc1cccs1)c1ccc(CS(=O)(=O)c2ccc(Cl)cc2)o1,3,-7,4,-2,-23,-2,0.81,-1,-48
O=C(Nc1nnc(-c2ccc3c(c2)CCCC3)o1)C1COc2ccccc2O1 (configuration not stated),22,1,9,-10,-23,-4,nt,4,4
COc1ccc(N2CCN(S(=O)(=O)c3cccs3)CC2)cc1,-6,-14,10,-9,-2,0,-1.1,-33,2
COc1ccccc1CN1C(=O)CN(C2CCCC2)C(=O)C1c1ccc(F)cc1 (configuration not stated),2,-11,-9,6,-37,6,-0.26,-11[fluorescence artefact?],3
COc1ccc(OC)c(-n2cc3c(=O)n(C)c(=O)n(C)c3c2)c1,-17,18,2,-5,-17,7,-0.75,10,17
N#Cc1nc(-c2ccc(Cl)cc2)oc1N1CCCCC1,-44,3,-27,24,-23,-1,-1.1,-6,2
CN1CCN(S(=O)(=O)c2ccc(NC(=O)c3ccc(Br)s3)cc2)CC1,18,-8,-12,9,-15,-1,-2,-6,-5
CCOc1ccc(C(=O)/C=C/c2ccccc2C(F)(F)F)cc1,12,19,4,-1,22,4,-0.71,nt,-4
CCc1c(C)sc2nc(C(C)C)nc(SCC(=O)N3CCc4ccccc4C3)c12,4,-2,21,-20,-2,-1,nt,nt,-21
CC1Cc2ccccc2N1C(=O)c1cc2c(=O)n3ccccc3nc2n1C (configuration not stated),nt,nt,-1,1,nt,3,-2.3,-25[fluorescence artefact?],nt
Cn1c(CCNC(=O)c2ccccc2Cl)n[nH]c1=S,8,8,7,-3,-14,-3,0.28,nt,-31
CCOC(=O)c1ccc(NS(=O)(=O)c2ccc3c(c2)CCCN3C(C)=O)cc1,-28,-1,2,-1,-33,1,-1.5,-9,20
O=C(Cc1ccc(-n2cnnn2)cc1)NC12CC3CC(CC(C3)C1)C2,-5,7,-4,3,-15,6,1.1,-6,7
O=C(NCc1ccc2c(c1)OCO2)c1cccc(C(=O)NCc2ccc3c(c2)OCO3)c1,nt,nt,-2,0,nt,3,0.59,-5,-34
C=CCOn1c(C)c(C(C)=O)c2c3nonc3ccc21,14,-27,-2,3,-9,1,0.52,-3[fluorescence artefact?],-6
CCCCn1c(=O)c(-c2ccccc2)c(O)c2ccccc21,-16,-6,6,-8,-22,0,-0.72,-16,-15
Cc1ccc2nc(-c3cccnc3SCC(=O)N3c4ccccc4CC3C)[nH]c2c1 (configuration not stated),26,3,12,-10,-19,7,-0.93,nt,-1
CC(C)(C)NC(=O)CN(Cc1cccs1)C(=O)c1csnn1,6,-4,7,-8,-16,0,0.8,1,-135
COc1ccc(N2CCSC2C(=O)NN)cc1 (configuration not stated),-17,23,-16,15,7,-1,-0.26,2[fluorescence artefact?],38
Cc1cc(NC(=O)CN2C(=O)NC(C)(c3ccc(OC(F)F)cc3)C2=O)no1 (configuration not stated),13,-2,4,-2,2,2,0.99,12,14
COCCNC(=O)c1ccc(NS(C)(=O)=O)cc1,-2,16,8,-13,-18,-2,0.85,0,-57
COc1ccc(C(=O)Nc2cc(OC)cc(OC)c2)cc1,-34,-5,-12,12,-11,-4,-0.31,nt,3
Cc1oc(-c2ccccc2)cc1C(=O)Nc1cccc(C(=O)O)c1,13,18,-1,0,-18,-2,-0.82,6,-17
S=c1[nH]nc(-c2ccncc2)n1Cc1ccccc1,-18,3,5,-8,-4,-6,-0.88,-12,-10
COc1cccc2cc(C(=O)N(C)C)c(=O)oc12,-1,-2,9,-9,-13,0,0.08,-3,-18
CC(C)Cc1nc2oc3c(Cl)ncnc3c2c2c1CCC2,22,7,11,-9,-22,4,-0.06,-8,6
CCOC(=O)c1sc(=NC(=O)c2cc(OC)c(OC)c(OC)c2)n(C)c1C,20,-49,-11,10,29,-3,0.23,17[fluorescence artefact?],-4
CCOC(=O)c1ccc(NC(=O)c2cccc(S(=O)(=O)N3CCOCC3)c2)cc1,-2,4,-8,6,-15,-9,-0.02,-7,-9
C=C(C)c1nc(N)nc(N)n1,0,20,-3,0,-33,-2,0.05,-8,-18

# Whole records, quoted from the list. Values in the order: cytoskel mod	VCAM1 TNFa inh	PTPN22 inh 2	PTPN22 act	TNFa cytotox	FAK blocker	Pyk2 oligo antag	ERa SRC1 inh	HUVEC tox IL1B
# Entry for `CCOC(=O)c1sc(=NC(=O)c2cc(OC)c(OC)c(OC)c2)n(C)c1C` : 20	-49	-11	10	29	-3	0.23	17[fluorescence artefact?]	-4
# Entry for `CCCCn1c(=O)c(-c2ccccc2)c(O)c2ccccc21` : -16	-6	6	-8	-22	0	-0.72	-16	-15

# The results go on.
structure,cytoskel mod,VCAM1 TNFa inh,PTPN22 inh 2,PTPN22 act,TNFa cytotox,FAK blocker,Pyk2 oligo antag,ERa SRC1 inh,HUVEC tox IL1B
CC(=O)c1cc2c(cc1NS(=O)(=O)c1ccccc1)OCO2,4,21,2,-1,23,-1,-0.14,3,4
COc1ccc(OCC(=O)Nc2cc(-c3nn(C)c(=O)c4ccccc34)ccc2OC)cc1,12,9,4,-7,-26,16,-0.85,8[fluorescence artefact?],nt
CCOc1ccc(-n2c(N)c(C(=O)NCc3cccnc3)sc2=S)cc1,-4,12,-4,6,-2,0,0.7,2,-10
Cc1cccn2cc(CNS(=O)(=O)c3cccc(F)c3)nc12,-15,-7,-6,3,-4,7,nt,-4,9
O=C(CN1C(=O)CCC1=O)Nc1nc(-c2ccccn2)cs1,2,12,-6,2,-29,0,nt,-9,7
COc1ccc(-c2noc(CSc3nc4sc(C)c(C)c4c(=O)n3-c3ccccc3)n2)cc1OC,-10,-5,-1,-1,53,4,-0.11,nt,12
Cc1nn(-c2cc(Cl)ccc2N)c(=O)c2ccccc12,nt,-15,-7,6,-35,-1,-0.06,1[fluorescence artefact?],-67
COc1ccc(C2C(C#N)=C(N)Oc3n[nH]c(-c4ccccn4)c32)c(OC)c1OC (configuration not stated),-6,2,-5,2,-14,10,-0.23,4,8
O=C(Nc1ncccn1)c1cccs1,-17,-2,-2,4,-27,-4,-0.74,3,8
Cc1nnc(NC(=O)c2c(-c3ccccc3)noc2C)s1,-2,2,-8,5,-35,-1,-0.62,-5,-10
CCOC(=O)N1CCC(N2C(=O)c3ccccc3C2Nc2cc(Cl)c(OC)cc2OC)CC1 (configuration not stated),-14,5,-16,15,5,0,nt,-3,20
CCS(=O)(=O)N1CCN(CC2CC3C=CC2C3)CC1 (configuration not stated),9,7,2,-6,-45,-2,0.98,-2,-54
Cc1c(N(C)C)nc2ccccc2c1N,-2,-9,13,-10,15,7,-0.16,nt,9
Nc1nc2n(n1)C(c1cccc(Br)c1)CC(c1ccccc1)N2 (configuration not stated),9,1,-8,7,0,-2,nt,-1,16
CC1(C)N=C(N)NC(Nc2ccc(Br)cc2)=N1,16,-22,11,-9,-16,0,0.44,nt,13
O=C(Nc1ncnc2sc3c(c12)CCCCC3)c1ccco1,-8,35,16,-17,8,8,-0.15,19,-6
CCOC(=O)CNC(=O)c1ccc(C)cc1,4,7,0,-1,-23,0,0.02,-5,-1
O=C(CCc1ccccc1)NCCCN1CCOCC1,-14,23,-8,5,0,-2,-0.14,0,-35
COC(=O)C1=C(C)NC2=C(C1c1ccc(O)cc1)S(=O)(=O)c1ccccc12 (configuration not stated),-5,-36,0,-4,-2,0,-1.8,nt,-4
